Screens from PubChem BioAssay.
Growth percent in the NCI-60 one-dose screen (48 h, 10 µM unless noted): 100 = growth as untreated, 0 = no growth, -100 = all killed.
UACC-62: UACC-62 melanoma. 81,000 compounds, 5.4% hits
CCRF-CEM: CCRF-CEM leukemia; AID 1794778; 77,000 compounds, 7% hits
HOP-62: HOP-62 NSCLC. 80,000 compounds, 3.9% hits. AID 1794735
HOP-92: HOP-92 NSCLC cells | 71,000 compounds, 6.3% hits
EKVX: EKVX NSCLC; AID 1794765; 71,000 compounds, 3% hits
A549/ATCC: A549/ATCC NSCLC; 81,000 compounds, 3.7% hits; AID 1794740
M14: M14 melanoma; AID 1794745; 80,000 compounds, 6.2% hits
RPMI-8226: RPMI-8226 leukemia cells | 77,000 compounds, 7.5% hits
Numbers without * were called inactive; · = no result given; [ ] = dose if it differs, or a comment. How the source made its calls: active means growth percent below 10; inactive means the rest.

SMILES | UACC-62 | CCRF-CEM | HOP-62 | HOP-92 | EKVX | A549/ATCC | M14 | RPMI-8226
CCOC(=O)c1c(-c2ccc(Cl)cc2)c(C#N)c(=O)n(Cc2nc3ccccc3[nH]2)c1N | 89 | 104 | 99 | 45 | 96 | 99 | 99 | 92
CC(=O)c1ccc(C)nc1 | 92 | 103 | 117 | 98 | 106 | 96 | 88 | 103
O=C1c2ccccc2C(=O)c2c(Cl)cccc21 | 98 | 96 | 89 | 94 | 89 | · | 118 | 100
CCN(CC)c1ccc2nc3c4ccccc4c(=O)cc-3n(-c3ccccc3)c2c1 | -8.4* | 16 | 9.8* | -7.8* | -4.2* | 12 | -57* | 6.3*
CN(C)c1ccc(/C=N/n2cnc3oc(-c4ccccc4)cc3c2=N)cc1 | 89 | 95 | 108 | 99 | 100 | 95 | · | 99
CCOC(=O)c1cn(CCN2CCCC2)c2nc(NCc3ccc(OC)c(OC)c3)nn2c1=O | 96 | · | 91 | 100 | 93 | 102 | 102 | 101
CSCCC(NC(=O)OCc1ccccc1)C(=O)NC(Cc1c[nH]c2ccccc12)C(=O)O (configuration not stated) | 119 | 96 | 103 | 113 | · | 99 | 101 | 103
O=C(/C=C/C12c3ccccc3C(c3ccccc31)C1C(=O)NC(=O)C12)c1ccc(Cl)cc1 (configuration not stated) | -18* | 12 | 7.0* | -15* | 18 | 15 | 8.0* | -10*
NC(=S)N/N=C/c1ccc2c(n1)C(=O)C(Br)=C(c1ccccc1)C2=O | 96 | 101 | 117 | 96 | 89 | 111 | 107 | 104
Cn1ccnc1C(=O)C1CC1c1ccc(CC(=O)Nc2ccc(Br)cc2)cc1 (configuration not stated) | 83 | 89 | 101 | · | 113 | 99 | 101 | 90
CCN(CC)P(=O)(N(CC)CC)N(CCCSC/C=C(\C)CC/C=C(\C)CCC=C(C)C)CCCN1CCN(C)CC1 | 94 | 87 | 106 | 82 | · | 88 | 107 | 95
Clc1ccc(NCc2nnc(-c3ccco3)o2)cc1 | 89 | 99 | 96 | 93 | 94 | 92 | 110 | 91
CCOC(=O)C(N=Nc1ccc(S(=O)(=O)N=C(N)N)cc1)C(C)=O (configuration not stated) | 99 | 101 | 119 | 100 | 111 | 107 | 124 | 99
Cc1nc(Nc2cccc(NC(=S)Nc3ccccc3)c2)c2ccccc2n1 | 95 | 101 | 106 | 83 | 89 | 95 | · | ·
C[C@@H]1N=C(c2ccc(Br)cc2)Nc2nc3ccccn3c2C1=O | 49 | 79 | 56 | 59 | · | 55 | 32 | 94
COc1cc(O)cc(C)c1C(=O)O[C@H]1[C@@H](O)[C@H](n2ccc(=O)n(C)c2=O)O[C@@H]1CO | 97 | 100 | 84 | 102 | 96 | 73 | 96 | 106
CN1CCN(c2ccc(NC3=C(Cl)C(=O)c4ncccc4C3=O)cc2C#N)CC1 | 83 | -20* | 103 | -61* | 36 | 110 | 54 | 38
O=C(O)CC1CCCCC1c1ccccc1 (configuration not stated) | 102 | 101 | 112 | 100 | 115 | 106 | 97 | 104
CC(=C/c1ccccc1)/C=C1/SC(=S)N(CCc2ccc(O)cc2)C1=O | 88 | 31 | 110 | 90 | 97 | 95 | 98 | 85
C=C(C)[C@@H]1CC[C@]2(C)CC[C@]3(C)[C@H](CC[C@@H]4[C@@]5(C)CCCNC(C)(C)[C@@H]5CC[C@]43C)[C@@H]12 | 105 | 52 | 101 | 77 | 103 | 51 | 80 | 30
COC(=O)c1ccc2oc(NC(=O)c3ccc(NCc4ccccc4)c([N+](=O)[O-])c3)nc2c1 | 91 | 90 | 93 | 75 | 78 | 96 | 103 | 100
C/C(=N\n1c(N)nc2n[nH]c(N)c2c1=O)c1cccc(N)c1 | 101 | 99 | 114 | 105 | 101 | 105 | 108 | 104
COc1cc2cc3c(nc2cc1OC)CCN3Cc1ccc(NC(=O)c2ccccc2I)cc1 | 91 | 96 | 98 | 57 | · | 92 | 97 | 88
CN1CCN(CCN2N=C3c4ccsc4CCCC3CC2=O)CC1 (configuration not stated) | 92 | 92 | 96 | 80 | 111 | 104 | 88 | 81
O=C(O)c1ccc(NC(=O)c2ccc(Nc3ccnc(C(F)(F)F)c3)cc2)cc1 | 107 | 120 | 103 | · | · | 103 | 107 | 98
C[C@]12CC[C@@H]3c4ccc(O)cc4CC[C@H]3[C@@H]1CC[C@@H]2OC(=O)CCC1CCCC1 | 92 | 106 | 97 | 107 | · | 99 | 91 | 93
Cc1ccc(NCc2cn(-c3ccc(C(=O)O)cc3)nc2-c2ccc(C(=O)O)cc2)cc1 | 103 | 104 | 100 | 107 | 106 | 95 | 99 | 109
Cc1cc(C(=O)/C=C/c2ccc[nH]2)ccc1-n1ccc(C(F)(F)F)n1 | 84 | 13 | 106 | 104 | 87 | 85 | 90 | -40*
CCOc1ccc(N=C(C)Nc2ccc(OCC)cc2)cc1 | 104 | 88 | 109 | 82 | 109 | 95 | 101 | 116
[2H]C1([2H])CCN(C(=O)C2CC2)c2cc(NS(=O)(=O)c3ccc(-c4cccc(C(N)=O)c4)cc3)ccc21 | 21 | 31 | 29 | 33 | 73 | 45 | 86 | 37
CC1=C(CCCOC(=O)NCCCl)C2=C(C)C3(CC3)[C@@](C)(O)C(=O)C2=C1 | 50 | 80 | -3.6* | 8.9* | 54 | 18 | 18 | 80
O=C(/C=C/c1cn(Cc2ccc(Cl)cc2)c2ccccc12)c1ccc(Cl)cc1 | 73 | 96 | 95 | 104 | 100 | 96 | 104 | 94
COC1OC(C)(C(OC)OC)CCC1C (configuration not stated) | 94 | 100 | 96 | 107 | 98 | 103 | 110 | 105
CCOC(=O)C(C(=O)OCC)C(=O)OCC | 109 | 123 | 102 | 80 | 103 | 99 | 106 | 99
CCCCn1cnc2c1C(=O)c1nc3n(c1C2=O)CCCC3 | 89 | 92 | 109 | · | 100 | · | 91 | 90
Fc1ccc2nc(Cl)c(Cn3nnnc3SCc3ccccc3)cc2c1 | 79 | 100 | 88 | 75 | 84 | 97 | 98 | 100
S=C1NCSCN1 | 99 | 106 | 113 | 104 | 92 | 103 | 100 | 106
COc1ccc(C(=O)n2nc(CC(=O)NCc3ccccc3)nc2N)cc1 | 93 | 104 | 108 | 111 | 113 | 109 | 101 | 117
O=C1c2ccccc2-n2c1nc1ccccc1c2=O | 96 | 88 | 119 | 112 | 47 | 62 | 101 | 68
COc1ccc(NS(=O)(=O)c2ccc(C)cc2)c([N+](=O)[O-])c1 | 86 | 97 | 97 | 84 | 101 | 100 | 109 | 97
COc1cc(-c2nn(C(=O)NCCN3CCN(C)CC3)cc2-c2ccncc2)ccc1Cl | 58 | 89 | 42 | · | 47 | 57 | 69 | ·
COc1cccc(/C=C2\Oc3cc(OCCN4CCC(Cc5ccccc5)CC4)ccc3C2=O)c1OC | 66 | 62 | 75 | 34 | 63 | 79 | 66 | ·
CCOc1ccc2[nH]c(=O)c(C(c3nnnn3CC3CCCO3)N3CCN(Cc4ccccc4)CC3)cc2c1 (configuration not stated) | 76 | 94 | 102 | 54 | 87 | 93 | 94 | 99
CC(=O)[C@H]1CCC/C=C/[C@@H]2C[C@H](O)C[C@H]2[C@H](O)/C=C/C(=O)O1 | 12 | 9.1* | 25 | 23 | 6.8* | 20 | 5.7* | 14
Cc1cc2cc3n(c2nn1)N=C(Cl)CC3 | 83 | 57 | 102 | 127 | 94 | 92 | 94 | 31
COc1ccc(/C=C2/SC(N3CCN(c4ccccc4)CC3)=NC2=O)c(OC)c1OC | 93 | 44 | 90 | 45 | 78 | 98 | 85 | 60
COc1ccc(C2=NN(C(C)=O)C(c3ccc(Oc4ccc(Br)cc4)cc3)C2)cc1OC (configuration not stated) | 89 | 104 | 87 | 83 | 108 | 94 | 101 | 94
Cc1nc2ccc(Nc3nc(N4CCOCC4)nc(N4CCN(C)CC4)n3)cc2n1Cc1ccccc1 | 107 | 80 | 87 | 65 | · | 85 | 83 | 65
Cc1c(C(=O)C(SC(=S)N2CCCCC2)SC(=S)N2CCCCC2)nnn1-c1ccc([N+](=O)[O-])cc1 | 92 | 91 | 91 | 82 | 102 | 95 | 104 | 93
COc1cc2c(cc1OC)-c1cc(OC)c(OC)cc1C(CN(C)C)C2 (configuration not stated) | 20[100 µM] | · | -57*[100 µM] | 21[100 µM] | · | · | 69[100 µM] | 68[100 µM]
CC(=O)CC(=O)OCc1ccccc1 | 100 | · | 104 | 92 | 112 | 102 | 104 | 105
O=C(NNc1nccc(Nc2ccc(S(=O)(=O)Nc3ccncc3)cc2)n1)c1ccc([N+](=O)[O-])cc1 | 95 | 116 | 99 | 92 | 105 | 100 | 99 | 102
Nc1cc(N)nc(CS)n1 | 93 | 93 | 93 | 91 | 112 | 100 | 95 | 82
CCC(CC)SC(CC)CC | 106 | 104 | 127 | 101 | 108 | 106 | 104 | 107
CC(N)c1ccc2ccccc2c1O (configuration not stated) | 93 | 100 | 96 | 90 | 84 | 108 | 107 | 81
O=C1c2ccccc2NC(n2sc3ccccc3c2=O)N1c1ccccc1 (configuration not stated) | 93 | 104 | 92 | 95 | 86 | 101 | 102 | 101
CC[C@@](C)(NC(=O)[C@H](C)NC(=O)CCNC(=O)C(C)(C)NC(=O)[C@H](C)NC(=O)[C@@H]1CCCN1C(=O)[C@@](C)(CC)NC(=O)[C@H](Cc1ccccc1)NC(=O)C1CCCN1C(=O)C(C)(C)NC(=O)C1CCCN1C(=O)C(C)(C)NC(C)=O)C(=O)NCCC(=O)N[C@@H](CC(C)C)C(=O)NC(C)(C)C(=O)NCCC(=O)N[C@@H](CC(C)C)C(=O)NC(C)(C)C(=O)NC(C)(C)C(=O)N[C@@H](CC(C)C)C(=O)NCCC(=O)NCO (some centres not stated) | -75* | -61* | -92* | -95* | -100* | -81* | -89* | -55*
NC(N)=NS(=O)(=O)c1ccc(N=NC2C(=O)NN(c3ccccc3)C2=O)cc1 (configuration not stated) | 96 | 116 | 110 | 69 | 110 | 104 | 99 | 99
c1ccc(CCNc2c3ccccc3nc3ccccc23)cc1 | 53 | 53 | 55 | -1.6* | 36 | 33 | 43 | 20
C=C(C)C(=O)N(C)C | 104 | 110 | 70 | 90 | 96 | 85 | 109 | 106

Pulled by structure from the list above:
SMILES | UACC-62 | CCRF-CEM | HOP-62 | HOP-92 | EKVX | A549/ATCC | M14 | RPMI-8226
CN1CCN(c2ccc(NC3=C(Cl)C(=O)c4ncccc4C3=O)cc2C#N)CC1 | 83 | -20* | 103 | -61* | 36 | 110 | 54 | 38
O=C(/C=C/C12c3ccccc3C(c3ccccc31)C1C(=O)NC(=O)C12)c1ccc(Cl)cc1 (configuration not stated) | -18* | 12 | 7.0* | -15* | 18 | 15 | 8.0* | -10*

Continued:
SMILES | UACC-62 | CCRF-CEM | HOP-62 | HOP-92 | EKVX | A549/ATCC | M14 | RPMI-8226
N/N=C(\Cc1ccccc1)NN=C(N)N | 91 | 75 | · | 79 | 100 | 74 | 99 | 79
COc1ccc(/C=N/NCC(=O)n2nnnc2-c2ccccc2)cc1 | 71 | 77 | 83 | 52 | 94 | 90 | 55 | 53
CN(C)CCN1CCCC(CC2(C(F)(F)F)N=N2)C1 (configuration not stated) | 96 | 107 | 104 | · | 99 | 99 | 100 | 101
CCOC(=O)C1=C(C)NC(C)=C(C(=O)OCC)C1c1cccc([N+](=O)[O-])c1 | 80 | 88 | 94 | · | 90 | 92 | 123 | 80
N/C(=N\C(N)=N\c1nc2ccccc2s1)c1ccncc1Cl | 28 | 11 | 52 | · | 53 | 71 | 32 | 12
FC(F)(F)c1cc(-c2nnc3n2NC(=NC2CCCC2)CS3)cc(C(F)(F)F)c1 | 98 | 101 | 100 | 85 | 102 | 102 | 112 | 102
N=c1ncn(C2CCOC2=O)c2nc[nH]c12 (configuration not stated) | 101 | 93 | 99 | · | 100 | 101 | 112 | 93
COC(=O)CC[C@@H](C)[C@H]1CC[C@H]2[C@@H]3CC[C@@H]4C[C@H](O)CC[C@]4(C)C3=CC(=O)[C@]12C | 91 | 90 | 113 | 90 | 113 | 91 | 104 | ·
C#CC(=O)Nc1cccc2c1cc(C)n2-c1nc2c(c(NCc3ccccc3)n1)CCCC2 | -74* | -27* | -47* | -54* | -39* | -47* | -65* | -22*
CCn1c(=O)c2[nH]c(SC)nc2n(CC)c1=O | 101 | 99 | 106 | 76 | · | 99 | 113 | 94
CCCc1c(C)c2sc(=O)[nH]c2[nH]c1=O | 105 | 124 | 107 | 104 | 99 | 103 | 108 | 112

Arranged by formula weight (ascending): part of the list above.
SMILES | UACC-62 | CCRF-CEM | HOP-62 | HOP-92 | EKVX | A549/ATCC | M14 | RPMI-8226
CCCc1c(C)c2sc(=O)[nH]c2[nH]c1=O | 105 | 124 | 107 | 104 | 99 | 103 | 108 | 112
CN(C)CCN1CCCC(CC2(C(F)(F)F)N=N2)C1 (configuration not stated) | 96 | 107 | 104 | · | 99 | 99 | 100 | 101
COc1ccc(/C=N/NCC(=O)n2nnnc2-c2ccccc2)cc1 | 71 | 77 | 83 | 52 | 94 | 90 | 55 | 53
FC(F)(F)c1cc(-c2nnc3n2NC(=NC2CCCC2)CS3)cc(C(F)(F)F)c1 | 98 | 101 | 100 | 85 | 102 | 102 | 112 | 102
